From PubChem BioAssay
LEDGF integ inh: blockers of LEDGF/p75-dependent integrase strand transfer – biochemical, TR-FRET, high throughput, primary screen; TR-FRET IN-LEDGF/p75 DNA integration, Eu/Cy5; inhibition, % at 3.7 µM; 0.64% of 370,000 active; AID 743269, 2014;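 active = inhibition above the screen-wide mean plus 3 SD, cut at about 13% in these data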;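 note: signal is the Cy5 over europium emission ratio at 671 and 618 nm; 0% = plate median of compound wells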
proKLK7 act: proKLK7 zymogen activators, primary screen, biochemical, fluorescence intensity; activation, % at 7 µM; 0.9% of 370,000 active; Kallikrein-7 (Homo sapiens), P49862; purified proKLK7, EDANS-DABCYL substrate fluorescence; 100% is mature enzyme control, 0% vehicle;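 active = activation above the mean of all tested compounds plus 3 SD, computed per campaign excluding outliers beyond control limits, cut at about 13% in these data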
Target sequence (P49862 whole entry, looked up): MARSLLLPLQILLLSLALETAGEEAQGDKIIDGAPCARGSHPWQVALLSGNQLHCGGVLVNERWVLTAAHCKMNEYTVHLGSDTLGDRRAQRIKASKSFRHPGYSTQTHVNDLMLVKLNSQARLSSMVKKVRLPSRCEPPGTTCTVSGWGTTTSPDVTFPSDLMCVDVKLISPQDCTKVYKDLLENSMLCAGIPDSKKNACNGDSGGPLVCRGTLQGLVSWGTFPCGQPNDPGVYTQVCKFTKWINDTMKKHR
ARFGAP1 inhibitor: inhibitors of rat ARFGAP1 GAP activity, primary screen, biochemical, fluorescence polarization, GDP tracer. ADP-ribosylation factor GTPase-activating protein 1 (Rattus norvegicus), Q62848. Arfgap1-stimulated ARF1 GTP hydrolysis, GDP FP detection. inhibition, % at 16.5 µM. 0.26% of 360,000 active. AID 651572, 2012;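 active = inhibition above a per-plate limit, mean inhibition of low control wells plus 3 SD, cut at about 25% in these data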;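 note: 0% = DMSO wells with enzyme and 100% = wells lacking Arfgap1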
Target sequence (Q62848 1-136 limits assumed): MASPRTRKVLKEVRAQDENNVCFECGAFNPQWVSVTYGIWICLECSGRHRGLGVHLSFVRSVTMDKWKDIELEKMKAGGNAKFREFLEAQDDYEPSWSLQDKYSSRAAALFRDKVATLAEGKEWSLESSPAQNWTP
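Material – truncated rat Arfgap1 GAP domain · Buffer or medium – HEPES-based buffer, pH 7.5 · Reagent – human ARF1(Δ1-17)-GTP substrate · Dosing – 16.5 µM single point, 1.26% DMSO · Schedule – GTP hydrolysis reaction 2 h at 25 °C · Technique – GDP detection by fluorescence polarization · Benchmarks – No-Arfgap1 wells (100%) versus DMSO full-reaction wells (0%) · Repeats – single replicate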
PLCg1 inh: PLC-gamma1 enzyme inhibitors, primary screen, biochemical, fluorescence, purified enzyme; inhibition, % at 12.2 µM; 0.84% of 370,000 active; AID 720700, 2013; fluorogenic substrate; 1-phosphatidylinositol 4,5-bisphosphate phosphodiesterase gamma-1 (Homo sapiens), P19174; in the data active = inhibition above about 9.5%
ADAM17 inh: ADAM17 inhibitors, primary screen, biochemical, QFRET; Disintegrin and metalloproteinase domain-containing protein 17 (Homo sapiens), P78536; recombinant ADAM17, EDANS/DABCYL FRET peptide cleavage; inhibition, % at 6.95 µM; 0.83% of 370,000 active; AID 720648, 2013;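 active = inhibition above the mean of compounds lying between control limits plus 3 SD, set per campaign, cut at about 8.5% in these data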;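 note: 0% = DMSO-only wells as the low control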
Target sequence (P78536 215-824 limits assumed): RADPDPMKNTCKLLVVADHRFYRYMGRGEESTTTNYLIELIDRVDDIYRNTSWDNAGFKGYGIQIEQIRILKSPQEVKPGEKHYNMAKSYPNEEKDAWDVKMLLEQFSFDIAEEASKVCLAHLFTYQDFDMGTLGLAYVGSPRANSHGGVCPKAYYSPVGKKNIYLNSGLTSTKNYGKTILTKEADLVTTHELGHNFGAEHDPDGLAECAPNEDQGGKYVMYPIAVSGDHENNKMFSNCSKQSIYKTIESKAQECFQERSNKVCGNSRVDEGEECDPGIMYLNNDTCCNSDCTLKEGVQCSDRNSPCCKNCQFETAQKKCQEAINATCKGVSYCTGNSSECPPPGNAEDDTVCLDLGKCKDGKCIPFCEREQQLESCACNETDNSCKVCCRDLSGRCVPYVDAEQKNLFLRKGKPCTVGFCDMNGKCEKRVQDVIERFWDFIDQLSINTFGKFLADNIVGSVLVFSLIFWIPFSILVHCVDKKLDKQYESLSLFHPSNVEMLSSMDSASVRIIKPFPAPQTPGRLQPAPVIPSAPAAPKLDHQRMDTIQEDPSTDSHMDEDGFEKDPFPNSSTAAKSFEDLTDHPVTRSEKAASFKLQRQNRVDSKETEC
Tn7 DDE FP: inhibitors of Tn7 peptide binding to fibrin DD(E), primary screen, biochemical, fluorescence polarization, human fibrin, Tn7 probe; 0.13% of 370,000 active; FP displacement of FITC-Tn7 peptide from fibrin DD(E); 0% = median of compound wells per plate; inhibition, % at 8.3 µM;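 active = inhibition above the mean of compounds falling within the control limits plus 3 SD of them, cut at about 14% in these data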;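 note: 0% = plate median of compound wells and 100% = 10 µM Aha-Tn7 peptide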
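Measure: % inhibition scaled between sample-field median and high-control FP; Test system: human fibrin DD(E); Quantity: 2 µM final DD(E) protein; Doses: one dose, 8.3 µM nominal; Schedule: compound with protein 10 min, then 3 h after probe, room temperature; Detection: fluorescence polarization; Medium: Tris buffer with calcium and detergent, pH 7.8.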
DDE Tn6 FP inh: inhibitors of Tn6 peptide binding to fibrin DD(E), primary screen, biochemical, fluorescence polarization, human fibrin, Tn6 probe. Fibrin DD(E) TRITC-Tn6 fluorescence polarization displacement. inhibition, % at 8.3 µM. 0.21% of 370,000 active;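 active = inhibition above a per-campaign cutoff: mean of compounds within control limits plus 3 SD, cut at about 15% in these data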;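 note: 0% = median of all compound wells on the plate and 100% = blocking peptide control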
ASAP1 GAP inh: inhibitors of human ASAP1 ArfGAP activity, primary screen, biochemical, fluorescence polarization. ASAP1-stimulated ARF1 GTP hydrolysis, GDP FP detection. inhibition, % at 16.5 µM. 0.19% of 360,000 active. AID 624377, 2012. Arf-GAP with SH3 domain, ANK repeat and PH domain-containing protein 1 (Homo sapiens), …; in the data active = inhibition above about 25%;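 note: 0% = vehicle with enzyme and substrate and 100% = no enzyme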
TDP2 absorb: human TDP2 enzyme inhibitors, primary screen, biochemical, epi absorbance, recombinant enzyme | Tyrosyl-DNA phosphodiesterase 2 (Homo sapiens), O95551 | T5PNP hydrolysis, p-nitrophenol absorbance 415 nm | inhibition, % at 12.8 µM | 0.34% of 370,000 active;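 active = inhibition above the mean of all tested compounds plus 3 SD, set per campaign, cut at about 25% in these data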;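 note: 0% = DMSO with enzyme and 100% = buffer with substrate but no TDP2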
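Test system: Human TDP2 enzyme | Reagent: 5 mM T5PNP | Compound dosing: 12.8 µM single point, 1% DMSO | Incubation: Enzyme reaction with compound for 2 h at 37 °C | Technique: p-Nitrophenol epi absorbance | Read-out: % inhibition relative to enzyme-containing and enzyme-free wells | Benchmarks: High control without enzyme, low control DMSO plus TDP2 | Replicates: Singlicate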
ADAM10 inh: human ADAM10 inhibitors, primary screen, biochemical, QFRET, HTS | Disintegrin and metalloproteinase domain-containing protein 10 (Homo sapiens), O14672 | recombinant ADAM10, EDANS/DABCYL FRET peptide cleavage, 3 h | inhibition, % at 7 µM | 0.62% of 370,000 active;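 active = inhibition above a per-campaign cutoff equal to the mean of compounds falling between control-based bounds plus 3 SD, cut at about 20% in these data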;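 note: 0% = DMSO wells while the 100% control is not disclosed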
An asterisk follows results filed as active; i = inactive.

SMILES	LEDGF integ inh	proKLK7 act	ARFGAP1 inhibitor	PLCg1 inh	ADAM17 inh	Tn7 DDE FP	DDE Tn6 FP inh	ASAP1 GAP inh	TDP2 absorb	ADAM10 inh
CC(C)N1CCc2c(sc(NC(=S)NC(=O)c3ccccc3)c2C#N)C1	4	1.0	-3	-101	-16	-14	-3	5	1	-52
CCn1nc(C(=O)Nc2nc(-c3ccccn3)cs2)c2ccccc2c1=O	-5	-0.2	-28	-2	-5	1	3	5	3	-9
Cc1ccc(-c2ccc(/C=N\n3cnnc3)o2)c(Br)c1	1	0.1	-4	-4	-9	2	11	-5	-14	-36
CCOC(=O)N1CCN(Cc2nc(Cc3cccc(C(F)(F)F)c3)no2)CC1	-4	0.1	10	1	-3	0	5	-9	-1	-5
O=C(NC1CCCc2c1cnn2-c1ccccc1F)c1ccncc1 (configuration not stated)	0	-0.4	0	0	-1	4	7	-23	4	-9
Cc1noc(C)c1COc1ccc(C(=O)OCC(=O)NCc2ccccc2Cl)cc1	1	-0.1	8	-4	-1	4	6	28*	7	4
CC(=O)Nc1ccc(NC(=O)C2CCCN(S(=O)(=O)c3ccc(-n4cnnn4)cc3)C2)cc1 (configuration not stated)	1	0.0	3	7	2	7	-5	-2	-7	4
Cc1ccc(CNC(=S)Nc2cc(C)ccc2OC(F)F)cc1	0	0.1	8	0	2	-5	0	-6	12	4
CCOC(=O)/C(C#N)=C/Nc1cc(F)ccc1C	0	0.8	0	3	-3	2	-7	7	0	-6
O=C(CN1C(=O)NC2(CCCC2)C1=O)N1CCN(S(=O)(=O)c2ccccc2Br)CC1	2	-0.2	0	8	1	5	-5	4	-19	3
O=C(O)C1C2C=CC3(O2)C1C(=O)N1c2ccccc2C2OCCC2C13 (configuration not stated)	-3	-0.4	8	-1	-3	9	0	-4	6	0
O=C(N/N=C/c1cccs1)c1cccnc1	1	0.0	12	-1	-4	5	-6	-1	4	-8
O=C(CSc1nc(-c2ccco2)cc(C(F)(F)F)n1)Nc1ccc(C(=O)N2CCCCC2)cc1	3	-0.3	-7	-1	-2	2	-2	4	-8	-9
O=C(NCC(c1ccco1)N1CCc2ccccc21)c1cccc([N+](=O)[O-])c1 (configuration not stated)	1	-0.1	7	1	1	-6	-2	13	-1	5
Cc1ccc2cc(CN(CC(C)C)C(=O)C3CCCO3)c(=O)[nH]c2c1 (configuration not stated)	-5	-0.1	3	-6	-11	-1	-2	7	4	-25
CSc1cccc(N2C(=O)C3CCCN3C2=S)c1 (configuration not stated)	1	0.0	-2	3	-1	6	-3	2	-3	1
Nc1c(-c2ccccc2)nc(Cl)nc1-c1ccccc1	1	42*	4	i	i	-1	-2	2	12	i
COc1ccccc1N1CCN(C(=O)c2ccc3c(c2)CCN3S(C)(=O)=O)CC1	3	0.8	13	3	3	-2	3	-2	-11	1
COc1ccc(C(C)(O)c2nc(-c3cccc(F)c3)cs2)cc1 (configuration not stated)	0	0.7	-2	5	5	2	0	-2	-4	22*
COc1ccccc1NC(=O)CSc1nc2ccccc2c(=O)n1CC1CCCO1 (configuration not stated)	-3	0.1	3	6	4	6	12	5	-9	11
O=C(Nc1ccc2oc(-c3cccnc3)nc2c1)c1ccc(Br)o1	0	-1.3	2	-36	-11	-6	-4	-5	-5	-24
O=C(OCc1ccccc1)N1CCC2CC1c1cc(N3CCN(C(=S)NCCc4ccccc4)CC3)ccc12 (configuration not stated)	-1	-0.6	5	3	1	-1	-1	5	0	-4
CSc1ccc(S(=O)(=O)NCC(=O)OCC(=O)N(Cc2ccccc2)C(C)C)cc1[N+](=O)[O-]	0	0.5	16	2	1	3	-5	4	-1	8
Cc1cccc(NC(=O)C2CC(=O)N(c3ccccc3)C2)c1C (configuration not stated)	3	-0.8	0	6	0	1	4	-2	-2	6

Some of the entries so far, as labelled records:
Nc1c(-c2ccccc2)nc(Cl)nc1-c1ccccc1
  LEDGF integ inh: 1 | proKLK7 act: 42* | ARFGAP1 inhibitor: 4 | PLCg1 inh: i | ADAM17 inh: i | Tn7 DDE FP: -1 | DDE Tn6 FP inh: -2 | ASAP1 GAP inh: 2 | TDP2 absorb: 12 | ADAM10 inh: i

O=C(N/N=C/c1cccs1)c1cccnc1
  LEDGF integ inh: 1 | proKLK7 act: 0.0 | ARFGAP1 inhibitor: 12 | PLCg1 inh: -1 | ADAM17 inh: -4 | Tn7 DDE FP: 5 | DDE Tn6 FP inh: -6 | ASAP1 GAP inh: -1 | TDP2 absorb: 4 | ADAM10 inh: -8

(list continues)
SMILES	LEDGF integ inh	proKLK7 act	ARFGAP1 inhibitor	PLCg1 inh	ADAM17 inh	Tn7 DDE FP	DDE Tn6 FP inh	ASAP1 GAP inh	TDP2 absorb	ADAM10 inh
CSc1ncccc1C(=O)OCC(=O)c1cc2ccccc2o1	-2	-0.2	1	-6	-6	-6	8	3	6	-9
C=CCSc1nnc2c(n1)OC(c1ccccn1)N(C(C)=O)c1ccccc1-2 (configuration not stated)	0	-0.7	4	-47	-2	2	-2	14	0	9
Cc1[nH]c2ccccc2c1/C=N/NC(=O)c1ccccc1	-1	-0.5	1	-9	-6	2	-10	7	-7	0
O=S(=O)(NC1CC1)c1ccc(Cl)cc1	1	0.1	-11	0	-5	-6	-4	-4	10	-4
Cn1cc(CN2CCCC(C(=O)Nc3ccc(-c4cccc(F)c4)cc3)C2)cn1 (configuration not stated)	-5	0.1	0	1	-2	-1	2	5	7	-3
COc1ccccc1C(=O)NCCC(=O)NC1CCCCC1C (configuration not stated)	0	0.0	6	2	-3	-4	-2	6	3	-6
Cc1ccc(Nc2cc(C)nc3ncnn23)c(Cl)c1	1	0.1	4	2	0	3	7	2	-1	-10
CC(C)(C)c1ccc(OCCC(=O)Nc2cccc(S(=O)(=O)N3CCCCC3)c2)cc1	3	-0.7	13	0	5	-3	-5	7	-16	24*
O=C(Cc1cccs1)N=Nc1c(O)[nH]c2ccccc12	1	0.2	15	1	0	-9	-4	1	-13	6
CCC(C)(C)C1CCC2(CC1)NC(=O)N(CC(=O)N(C)CC(=O)Nc1ccccc1C(F)(F)F)C2=O (configuration not stated)	1	-0.4	-2	4	-5	-5	4	3	-2	-7
CCOC(=O)NC1(C(F)(F)F)C(=O)N(Cc2ccccn2)C2=C1C(=O)CC(C)(C)C2 (configuration not stated)	-2	-0.1	22	0	-5	-1	-7	4	2	-2
CCCS(=O)(=O)NC(=O)C1(C)CCCN(C(=O)c2ccc(C(F)(F)F)nc2C)C1 (configuration not stated)	1	-0.9	4	0	-4	-2	2	1	-1	1
Cc1ccc(CC(=O)N2CCOCC2)cc1	-1	-0.5	3	0	-4	3	1	-3	-2	6
CCN(C(=O)c1cc2cccc(OC)c2oc1=O)C1CCCCC1	2	0.7	1	-28	-11	-3	6	4	-5	-19
COC(=O)/C=C1/S/C(=N/NC(=O)c2ccccc2OC)NC1=O	-1	-1.3	-2	-40	4	-6	-13	6	1	0
CN/C(=C\[N+](=O)[O-])NCCSCc1csc(CN(C)C)n1	1	0.2	5	-2	-3	4	1	-7	5	-6
COC(=O)COc1ccc(/C=N/NC(=O)c2ccc(N(Cc3ccccc3)S(C)(=O)=O)cc2)cc1	0	0.0	21	-9	-1	0	1	4	7	1
O=Cc1c(Cl)nc2ccccn12	2	-0.3	1	6	-4	3	10	-15	0	-3
CC(=O)N1CCCC(C(=O)c2ccc3c4c(cccc24)CC3)C1 (configuration not stated)	2	6.4	16	-95	-153	3	-1	4	-4	i
Cc1cc(Cl)ccc1C(O)c1ncc(-c2cccc(C(F)(F)F)c2)[nH]1 (configuration not stated)	-2	0.3	8	0	9.2*	4	1	4	0	14
COc1ccc(S(=O)(=O)Cc2ccc(C(=O)N3CCN(c4cc(C)ccc4C)CC3)o2)cc1	1	-0.1	9	-1	6	-5	-3	5	-9	12
CNC[C@H]1Oc2ccc(NC(=O)Nc3ccccc3)cc2CC(=O)N([C@H](C)CO)C[C@H]1C	-3	0.0	-4	2	-3	6	0	11	2	6
CC(C)(C)c1ccc(S(=O)(=O)N2CCCCC2)cc1	1	-0.1	3	-2	6	0	-4	-8	1	-2
Cc1cccc2cc(C(c3nnnn3Cc3ccccc3)N3CCCc4ccccc43)c(=O)[nH]c12 (configuration not stated)	6	9.0	-3	-28	-18	-4	-12	-2	-3	-55
CN1CCN(c2cc3c(cc2F)c(=O)c(C(=O)O)cn3CCF)CC1	2	1.5	1	-21	-23	-5	-2	4	12	-65
COc1ccc(C2CC(C(F)(F)F)n3ncc(C(=O)Nc4c(C)n(C)n(-c5ccccc5)c4=O)c3N2)cc1 (configuration not stated)	-1	0.7	5	0	-4	0	0	-5	4	-2
COc1ccccc1/C=C(\C#N)C(=O)Nc1ccc(S(N)(=O)=O)cc1	3	0.4	7	-3	-4	-7	1	-8	3	-10
O=C(NCCc1c[nH]c2ccccc12)c1ccc([N+](=O)[O-])cc1	-3	-0.3	1	2	-2	0	5	1	0	0
NC(=O)NNC1=Nc2cccc3cccc1c23	0	0.2	-2	-2	-6	5	5	-4	7	-8
Cc1ccc(C(CNC(=O)Nc2ccccc2)N2CCN(C)CC2)cc1 (configuration not stated)	-1	-0.4	-2	3	-8	4	5	2	5	-6
CN1C(=O)NC(=O)C1c1ccccc1 (configuration not stated)	-4	-0.4	-4	2	-6	-6	-4	-5	-1	-18
Cc1ccc(C(=O)N2CCC3(CC2)NCCc2[nH]cnc23)cc1	-2	0.5	3	1	-1	4	5	-12	7	5
COc1ccccc1C(=O)COC(=O)CNS(=O)(=O)c1ccc(C)cc1	1	-0.8	3	-2	-7	-7	1	4	3	-8
O=C(c1cc([N+](=O)[O-])ccc1Cl)N1CCN(Cc2ccccc2)CC1	-1	-0.4	-11	-6	-4	7	-11	7	-16	11
